hIAP block = human IAP inhibition. P09923. purified IAP, CDP-Star luminescence, 30 min. AID 2544. inhibition, % at 10 µM. hit rate 0.12% among 330,000;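 active = inhibition reaching a set limit with compound at 10 µM in the primary screen, cut at about 35% in these data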;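 note: plate controls were DMSO wells with enzyme for no effect and no-enzyme buffer wells for full effect; values of inactives mirror those of a sister screen read the other way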
Target sequence (P09923 whole entry, looked up): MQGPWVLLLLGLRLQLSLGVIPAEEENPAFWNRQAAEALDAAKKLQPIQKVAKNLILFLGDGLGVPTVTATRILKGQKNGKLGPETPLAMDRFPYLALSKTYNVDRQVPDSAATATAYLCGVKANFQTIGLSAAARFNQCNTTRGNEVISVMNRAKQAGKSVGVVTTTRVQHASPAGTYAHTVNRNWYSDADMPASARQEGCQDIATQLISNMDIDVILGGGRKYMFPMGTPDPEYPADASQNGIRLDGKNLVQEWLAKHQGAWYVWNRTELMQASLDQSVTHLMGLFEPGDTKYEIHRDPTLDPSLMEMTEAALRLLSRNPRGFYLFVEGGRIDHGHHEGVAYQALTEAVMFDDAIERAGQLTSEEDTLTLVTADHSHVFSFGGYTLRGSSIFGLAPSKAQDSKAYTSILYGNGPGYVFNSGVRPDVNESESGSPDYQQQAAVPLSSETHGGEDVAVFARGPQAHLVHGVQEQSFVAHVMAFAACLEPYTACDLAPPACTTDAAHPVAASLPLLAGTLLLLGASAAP
APOBEC3A inh = inhibitors of human APOBEC3A DNA deaminase. AID 493011. recombinant A3A, FAM/TAMRA ssDNA deamination fluorescence. hit rate 0.41% among 330,000. inhibition, % at 20 µM. P31941;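 active = at least 40% inhibition at 20 µM here, with at most 30% in a related deaminase screen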;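 note: plate controls were A3A with DMSO for no effect and wells lacking A3A enzyme for full effect; some results filed as inactive read as strong as hits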
Target sequence (P31941 whole entry, looked up): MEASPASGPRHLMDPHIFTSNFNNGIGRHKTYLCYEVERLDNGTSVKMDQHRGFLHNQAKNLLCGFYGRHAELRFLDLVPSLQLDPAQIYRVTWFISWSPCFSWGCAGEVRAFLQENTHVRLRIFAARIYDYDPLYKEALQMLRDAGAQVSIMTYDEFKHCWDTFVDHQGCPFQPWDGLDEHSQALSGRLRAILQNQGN
APOBEC3G inh = blocks human APOBEC3G single-stranded DNA deamination; recombinant A3G, ssDNA deamination FAM/TAMRA fluorescence; hit rate 0.28% among 330,000; Q9HC16; inhibition, % at 20 µM;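 active = inhibition of at least 40% at 20 µM, with no more than 30% in the related APOBEC3A deaminase screen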;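 note: plate controls were DMSO wells with A3G for no effect and wells lacking A3G enzyme for full effect; some compounds called inactive have numbers as strong as hits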
mIAP inh = blocks mouse intestinal alkaline phosphatase. hit rate 0.2% among 330,000. AID 2806. purified mouse IAP, CDP-Star luminescence, 30 min. inhibition, % at 10 µM;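 active = inhibition of at least 40% at 10 µM in the primary screen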;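 note: plate controls were DMSO with enzyme for no effect and no enzyme wells for full effect; values of inactives mirror those of a sister screen read the other way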
hIAP activ = human IAP activation; activation factor at 10 µM; P09923; purified human IAP, CDP-Star luminescence, 30 min; active compounds read high; 1 = vehicle-only enzyme, 0 = enzyme-free background; hit rate 0.16% among 330,000;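 active = activation factor of the enzyme at least 2-fold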; note: the source names both 10 and 20 µM as test concentration; values of inactives mirror those of a sister screen read the other way
NR3A LBD binder = modulators (binders) of human NR3A ligand-binding domain. NR3A LBD differential scanning fluorimetry, Tm shift; 0% = protein alone, 100% = glycine-bound protein. Tm shift relative to glycine control, % at 25 µM. hit rate 2.5% among 340,000;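 active = melting temperature shift of at least 10% of the positive control shift, at one fixed dose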
mIAP act = mouse IAP activation; muIAP, CDP-Star luminescence, 30 min; active compounds read high; 1 = vehicle-only enzyme signal, 0 = enzyme-free wells; hit rate 0.24% among 330,000; AID 2805; activation factor at 10 µM;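 active = activation factor of at least 2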; note: the source names both 10 and 20 µM as test concentration; values of inactives mirror those of a sister screen read the other way
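also added = chemiluminescent substrate CDP-Star | test system = mouse IAP enzyme | signal = chemiluminescence readout | compound = DMSO-dissolved test compounds | incubation = 30 min at room temperature | benchmarks = DMSO wells, no-enzyme wells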
MIN6 prolif = inducers of beta-cell replication in MIN6 cells; MIN6 cells proliferation, ATPlite luminescence, 48 h; cells starved in 0.2% serum; 100% = growth in 10% serum; proliferation, % at 10 µM; hit rate 0.29% among 330,000; AID 2380;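 active = compounds whose signal lies at least 3.5 SD above the mean of all wells on their plate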;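 note: 0% = DMSO-treated cells in low-serum medium and 100% = 10% serum control; some compounds called inactive have numbers as strong as hits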
MPTP block = blocks calcium-induced mitochondrial swelling. inhibition, % at 10 µM. isolated mouse mitochondria, Ca2+ swelling absorbance, 30 min. hit rate 1.4% among 360,000;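 active = inhibition of 50% or more, scaled per plate between neutral and stimulator controls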;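 note: 0% = DMSO wells given calcium and 100% = 1 mM EGTA wells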
* marks the source's active call; other numbers are inactive results; x = no result given.

SMILES	hIAP block	APOBEC3A inh	APOBEC3G inh	mIAP inh	hIAP activ	NR3A LBD binder	mIAP act	MIN6 prolif	MPTP block
COc1ccc2[nH]c(=O)c(CN(CC3CCCO3)C(=O)Nc3ccccc3)cc2c1 (stereo unspecified)	2.3	-2.5	-7.5	0.0	0.977	-1.7	1	1.5	4.1
CCOC(=O)c1[nH]ncc1CN1CCCC(C(=O)c2cccc3ccccc23)C1 (stereo unspecified)	-23.7	-3.6	-4.6	14.5	1.24	1.9	0.855	1.9	1.2
O=C(Nc1ccc(F)c(Cl)c1)N1CCCC1	-22.3	-2.9	-6.3	5.7	1.22	1.6	0.943	-1.2	2.1
Cc1ccc(S(=O)(=O)NCCC(=O)NCC(=O)Nc2c(C)cccc2C)cc1C	-1.9	-3.7	-9.4	29.1	1.02	-0.4	0.709	1.4	-0.7
O=C(CSc1nc2ccccc2c(=O)n1Cc1ccco1)NCc1ccco1	16.4	8.1	2.8	16.7	0.836	-0.4	0.833	-1.5	-0.2
COc1ccc2[nH]c(C(=O)N(C)c3ccc(F)cc3F)cc2c1	5.8	0.4	-5.6	-5.7	0.942	-0.5	1.06	1.6	-0.2
CC1CCCCN1CCCNC(=O)C1CCN(c2nc3ccccc3o2)CC1 (stereo unspecified)	11.2	0.3	2.5	12.7	0.888	0.4	0.873	-0.6	-1.5
S=c1[nH]nc(-c2ccc(Cl)cc2)n1-c1ccc(Cl)cc1	2.1	0.2	4.3	13.9	0.979	3.3	0.861	-1.9	0.5
CN(C)S(=O)(=O)NCCNc1ccc(C(F)(F)F)cc1[N+](=O)[O-]	21.3	-2.8	-7.2	10.3	0.787	0.5	0.897	-0.8	-1.3
CCOC(=O)C1CCN(c2nc(C)cc(C)c2C#N)CC1	6.1	-2.7	-3.8	-3.6	0.939	0.2	1.04	4.6	-1.9
CC(/C=C\c1ccccc1)=C/C(=O)O	1.6	-2.4	-10.2	8.1	0.984	-0.1	0.919	-1.0	-3.0
Cn1c(=O)c2c(nc(OCc3cccnc3)n2Cc2c(F)cccc2Cl)n(C)c1=O	2.6	-6.1	-8.7	4.1	0.974	-3.7	0.959	-1.9	-0.4
O=C(NC1CCCN(CCc2ccccc2)C1)c1c(F)cccc1F (stereo unspecified)	-24.9	2.1	0.0	-6.0	1.25	1.1	1.06	1.4	0.4
C=CCc1cc(OC)ccc1OCCOCCC(C(=O)OCC)C(=O)OCC	-0.3	0.0	-1.8	8.4	1	-5.2	0.916	0.1	0.5
CC(=O)c1cccc(NC(=O)CCc2nnc3ccc(N4CCN(C)CC4)nn23)c1	-17.4	-5.2	-7.7	-0.7	1.17	0.2	1.01	-0.9	-1.2
CCOC(=O)c1ccc(NC(=O)c2ccc(C)c(S(=O)(=O)N3CCOCC3)c2)cc1	-22.2	-2.9	-4.3	3.1	1.22	-10.9	0.969	-1.7	-3.7
COc1ccc(-c2nn(-c3ccccc3)cc2C(=O)O)cc1N	-11.0	-6.1	-9.7	2.2	1.11	0.7	0.978	-1.4	1.2
COc1ccc([C@H]2CC(=O)C=C(c3ccccc3OC)C2)cc1OC	2.1	-1.0	-11.8	-0.6	0.979	-2.3	1.01	-1.5	0.5
COc1cc(C(C)=O)ccc1OCc1cc(C(=O)N(C)CCC2CCCCO2)no1 (stereo unspecified)	-17.5	2.8	-1.4	-0.5	1.18	1.0	1	-6.3	-1.1
Cc1ccc(C)c(NC(=S)N2CCC(NC(=O)C3CCCCC3)CC2)c1	-0.1	-4.8	-9.6	0.2	1	-1.7	0.998	0.4	-5.4
COc1ccc(/C=C2\CCCC3C2=NN(C(=O)COC(=O)CNC(=O)c2ccccc2)C3c2ccc(OC)cc2)cc1 (stereo unspecified)	-4.5	-2.6	-6.0	0.6	1.04	1.8	0.994	-5.9	4.1
O=C(CN1C(=O)NC(Cc2c[nH]c3ccccc23)C1=O)Nc1ccccc1Br (stereo unspecified)	16.0	-3.0	-9.6	1.9	0.84	4.6	0.981	-4.2	-1.4
COC(=O)C1=C(C)N(Cc2ccc(C)cc2)C(=O)C1	11.0	1.3	-12.2	9.5	0.89	2.0	0.905	-1.4	-1.9
COc1ccc(CCN2CN(S(=O)(=O)c3ccc(OC)cc3)c3nc4ccccc4nc32)cc1	9.2	-4.8	-2.8	12.7	0.908	-1.3	0.873	-3.1	-0.9
Cc1cc(OC(=O)c2cc([N+](=O)[O-])ccc2Cl)c([N+](=O)[O-])c(=O)[nH]1	22.3	-4.2	-8.8	9.3	0.777	0.0	0.907	2.9	0.9
CN(c1ccccc1)S(=O)(=O)c1cccc(C(=O)NCCCN2CCCC2=O)c1	8.7	-0.2	-5.0	-5.0	0.913	0.3	1.05	0.9	-0.1
CCOC(=O)c1c(S(=O)(=O)NCC(=O)Nc2cccc(C)n2)c(C)n(C)c1C	-2.1	-1.9	-7.9	8.4	1.02	0.4	0.916	-0.7	-0.3
COc1ccc(N2C(=O)CC(N3CCN(c4ccccc4F)CC3)C2=O)cc1 (stereo unspecified)	-29.9	2.1	-0.4	-8.5	1.3	0.3	1.08	-1.1	0.0
Cc1cccc(/N=C/c2c(O)cc(C)oc2=O)n1	3.4	6.8	-2.2	16.7	0.966	-1.6	0.833	-1.6	-0.7
CC(C)(C)C(=O)Nc1ccc(S(=O)(=O)Nc2nccs2)cc1	6.4	-1.7	-3.8	-8.2	0.936	1.8	1.08	0.6	-0.3
COc1ccc(N2CCN(C(=O)CN(c3ccc(OC)cc3)S(=O)(=O)c3ccccc3)CC2)cc1	-4.4	22.6	-5.3	5.9	1.04	0.5	0.941	1.9	0.2
CCC(=O)NNC(=S)NC(=O)c1ccc(C)cc1	-33.9	-6.2	3.9	11.6	1.34	0.2	0.884	-2.3	-2.3
CC(=O)NS(=O)(=O)c1ccc(NC(=O)c2oc3c(Cl)cccc3c2C)cc1	4.7	-2.8	-6.3	-0.4	0.953	-2.9	1	1.1	x
COc1ccc(S(=O)(=O)N2CCCCC2)cc1NC(=O)CSc1nnc(C2CC2)n1C	15.6	-4.5	-6.6	0.2	0.844	2.5	0.998	-1.3	-0.2
CCCNC(=O)C1CCC(CNS(=O)(=O)c2ccc3c(c2)N(C(C)=O)CCO3)CC1 (stereo unspecified)	-12.4	-2.0	-6.9	3.3	1.12	0.3	0.967	-1.6	0.6
CC1Cc2nc(SCC(=O)Nc3nccs3)n(C)c(=O)c2S1 (stereo unspecified)	5.6	0.5	-1.2	15.0	0.944	3.1	0.85	3.8	-1.1
Cc1ccnc(NC(=O)CCC(=O)N(CC(=O)NC(C)(C)C)Cc2ccc3c(c2)OCO3)c1	-18.8	0.3	-3.8	-2.3	1.19	-1.2	1.02	0.0	0.5
O=C(c1cccc(Cl)c1)N1CCN(Cc2ccc3c(c2)OCO3)CC1	-8.4	-4.0	-4.6	-8.2	1.08	0.2	1.08	-0.8	0.8
O=C(NC1CC1)c1cc2cc(Br)ccc2s1	4.1	-2.9	-7.6	-3.8	0.959	-0.9	1.04	-3.8	1.2
OC1(c2ccc(Br)cc2)CCNCC1	7.2	-0.2	-5.0	0.0	0.928	0.1	1	-6.3	12.2

Fetched by structure from the entries so far:
SMILES	hIAP block	APOBEC3A inh	APOBEC3G inh	mIAP inh	hIAP activ	NR3A LBD binder	mIAP act	MIN6 prolif	MPTP block
COc1ccc(CCN2CN(S(=O)(=O)c3ccc(OC)cc3)c3nc4ccccc4nc32)cc1	9.2	-4.8	-2.8	12.7	0.908	-1.3	0.873	-3.1	-0.9
CC1Cc2nc(SCC(=O)Nc3nccs3)n(C)c(=O)c2S1 (stereo unspecified)	5.6	0.5	-1.2	15.0	0.944	3.1	0.85	3.8	-1.1
O=C(c1cccc(Cl)c1)N1CCN(Cc2ccc3c(c2)OCO3)CC1	-8.4	-4.0	-4.6	-8.2	1.08	0.2	1.08	-0.8	0.8

The results go on:
SMILES	hIAP block	APOBEC3A inh	APOBEC3G inh	mIAP inh	hIAP activ	NR3A LBD binder	mIAP act	MIN6 prolif	MPTP block
CN(C)CCNC(=O)c1ccccc1-c1ccccc1	2.5	-2.2	-5.1	-2.6	0.975	0.1	1.03	-1.2	-0.5
COc1ccc(Cl)cc1NC(=O)CCS(=O)(=O)c1cc2c(cc1C)NC(=O)CO2	-0.1	1.0	-7.4	0.9	1	-2.5	0.991	1.8	-1.1
CC(C)(C)c1ccc(C(=O)N2CCN(c3ncccn3)CC2)cc1	8.3	-2.3	-6.4	1.6	0.917	1.7	0.984	-2.4	0.1
COc1cc(/C=C/C(=O)OCC(=O)Nc2ccc3c(c2)OCCO3)ccc1O	-0.6	-6.2	-9.6	11.7	1.01	-2.5	0.883	1.0	0.7
Cc1ccc(NC(=O)CCS(=O)(=O)c2ccc3c(c2)NC(=O)C(C)S3)cc1Cl (stereo unspecified)	3.0	-5.0	-8.9	10.1	0.97	-4.0	0.899	-4.6	0.9
COc1c2c(nc3occc13)C(CC=C(C)C)(OC)C(OC(C)=O)CC2 (stereo unspecified)	-10.1	1.9	0.1	0.3	1.1	0.5	0.997	-1.7	-1.2
CCNS(=O)(=O)c1ccc(CCC(N)=O)cc1	12.3	0.8	-3.3	2.2	0.877	0.0	0.978	-0.4	-1.1
COc1cccc(CN(C)CC(=O)NNC(=O)c2ccc(Cl)cc2)c1	1.1	0.2	-3.5	-3.4	0.989	1.8	1.03	0.0	0.5
Cc1cccc(NC(=O)C2CCCN(C(=O)Nc3ccc(F)cc3)C2)c1 (stereo unspecified)	-8.0	-2.6	0.4	-14.0	1.08	-1.6	1.14	-2.4	0.7
Cc1ccc(-n2cnc3c(sc4nc(N5CCOCC5)c5c(c43)CCCC5)c2=O)cc1	8.7	-0.6	-3.6	10.5	0.913	2.5	0.895	-3.5	3.6
CCN(C(=O)CN1C(=O)NC(c2ccccc2)(c2ccc(C)c(C)c2)C1=O)C1CCCCC1 (stereo unspecified)	11.3	-0.7	-7.5	-11.9	0.887	-1.5	1.12	-7.6	0.9
CCC1CCCCN1Cc1ccc(OC)c(C)c1 (stereo unspecified)	4.8	-1.6	-4.2	-8.0	0.952	2.3	1.08	1.5	-0.7
COC(=O)C1(C)NC(c2cccs2)C2C(=O)N(c3ccccc3F)C(=O)C21 (stereo unspecified)	-21.9	-4.7	-5.8	-8.2	1.22	0.8	1.08	-0.8	-0.2
O=C(CN1CCN(c2ccc(Cl)cc2)CC1)c1ccc2c(c1)OCO2	30.5	-1.7	-4.4	5.3	0.695	-11.2	0.947	1.0	-2.2
CN1C(=O)c2ccc(NC(=O)c3cccc4ccccc34)cc2C1=O	5.8	9.9	-4.7	-2.2	0.942	17.5*	1.02	-5.0	-0.4
CCOc1ncccc1C(=O)OCc1cccc([N+](=O)[O-])c1	-3.1	-3.2	-6.0	2.7	1.03	-1.2	0.973	6.5	0.5
CCOc1c2ccc(C(=O)NCc3ccc(OC(F)(F)F)cc3)cc2nn1CC	-10.3	-3.3	-10.3	0.1	1.1	-1.6	0.999	-4.4	-1.8
CC(NC(=O)c1cc2ccccc2oc1=O)c1ccccc1 (stereo unspecified)	-21.0	-3.7	-2.1	2.7	1.21	1.4	0.973	-3.4	-0.3
CCC1=C2CC[C@H]3C(=O)N(c4ccccc4)C(=O)[C@H]3[C@H]2[C@@]2(C)C(=NCC(=O)OC)OC(=O)N2C1=O	8.4	2.0	5.1	8.8	0.916	-0.2	0.912	-5.7	-1.0
CC(NC(=S)N1CCOCC1)c1ccccc1 (stereo unspecified)	-1.5	-7.6	-8.7	4.1	1.01	3.4	0.959	2.5	-0.2

Bioassay records (PubChem)
